# High-throughput results (PubChem BioAssay)
# CBFb RUNX1 block – inhibitors of human CBF-beta and RUNX1 interaction. 230,000 tested, under 10 active. AID 1477. AlphaScreen CBFb-His/RUNX1-biotin binding, biochemical. Potency, µM (doses to about 59.8 µM), for inactives: top-dose activity, negative = inhibition, most hits filed as inhibitors. Q01196+Q13951; further: % of control where 0% means no effect
#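 Bead-based AlphaScreen assay; binding partners His-tagged CBF-beta and biotinylated RUNX1 at 30 nM each. Compound exposure 15 min after a 20-min protein preincubation; bead step 90 min; all steps at room temperature.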
# Epigenetic reg – epigenetic control regulation, reporter derepression. murine LDR cells, GFP reporter derepression, 30 h. actives 0.2% (n = 280,000). Potency, µM (highest dose often 53.9 µM), without a hit: top-dose GFP activation, hits mostly activators. AID 1865; further: potency means the concentration at half of the fitted maximal effect; % of control where 0% means no effect; nearly all actives have a fitted effect of over 60% in size
#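 Reporter derepression read as number of fluorescent GFP-positive objects, 20-120 um in size, counted by laser-scanning cytometer. Mouse LDR line with an epigenetically silenced CMV-GFP locus; compound incubation 30 h, 37 C.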
# HTT aggregate – inhibitors of mutant huntingtin aggregate formation in PC12 cells. PC12 HttQ103-GFP aggregates, Acumen cytometry, 40 h. Potency, µM (titrated, usually from 46.1 µM), without a hit: at the top dose activity change, negative = inhibition, actives largely listed as inhibitors. actives 1.1% (n = 220,000); further: potency means the concentration at half of the fitted maximal effect; on the % scale 0 is the no-effect control and ±100 the full control effect; nearly all actives have a fitted effect of over 60% in size
#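 Multiplexed with ATP-based cell death, this channel scores GFP aggregates in PC12 cells expressing inducible HTTex1-Q103-GFP. Induction used 100 nM tebufenozide; compounds were tested in concentration series.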
# KinaseGlo FLuc – counter-screen: inhibitors of Kinase-Glo firefly luciferase; AID 1379; Kinase-Glo luciferase, ATP luminescence, 8 min; Potency, µM (doses to about 38.3 µM), inactives show at the top dose activity change, negative = inhibition, most hits filed as inhibitors; actives 0.28% (n = 200,000); Q27757; further: potency means the concentration at half of the fitted maximal effect; on the % scale 0 is the no-effect control and ±100 the full control effect; nearly all actives have a fitted effect of over 60% in size
#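 Substrate mix (final 50 mM imidazole pH 7.2, 50 mM KCl, 7 mM MgCl2, 10 uM ATP, 0.01% Tween 20, 0.05% BSA) plus pin-tool compound, then Kinase-Glo detection mix; 8 min ambient, luminescence read.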
# NPSR antag – antagonists of human neuropeptide S receptor cAMP signaling | Q6W5P4 | CHO-NPSR cells, cAMP TR-FRET, antagonist mode | Potency, µM (series often up to 38.3 µM), without a hit: top-dose activity change, negative = inhibition, hits mostly inhibitors | actives 1% (n = 220,000) | AID 1461; further: potency means the concentration at half of the fitted maximal effect; on the % scale 0 is the no-effect control and ±100 the full control effect; nearly all actives have a fitted effect of over 50% in size; many of its hits are not listed in these tables
# IMPase Li inh – IMPase inhibition in cells with lithium potentiation; AID 1457; actives 0.35% (n = 210,000); Potency, µM (series often up to 59.4 µM), without a hit: at the highest dose activity, negative = IMPase inhibition, actives largely listed as inhibitors; CHO-M1 cells, IP1 TR-FRET (IP-One), carbachol + lithium;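 further: IP1 builds up when IMPase is blocked and the TR-FRET signal falls; potency means the concentration at half of the fitted maximal effect; plate controls were basal vehicle for no effect and high inhibitor control for full effect; nearly all actives have a fitted effect of over 50% in size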
#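 CHO-M1, 2000 cells/well, 16–30 h culture; cpd + low Li+, 30 min 37C; lysis with d2-IP1/Eu-anti-IP1 Ab, 10 min RT; TR-FRET 665/620 ratio and 620 channel; AC50 via Hill.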
# L3MBTL1 inh – inhibitors of human L3MBTL1; Potency, µM (titrated, usually from 57.1 µM), for the others: top-dose activity, negative = inhibition, most hits filed as inhibitors; AlphaScreen L3MBTL1–H3K9me1 peptide binding; actives 0.66% (n = 230,000); further: potency means the concentration at half of the fitted maximal effect; on the % scale 0 is the no-effect control and ±100 the full control effect; nearly all actives have a fitted effect of over 60% in size
# Target sequence (Q9Y468 whole entry, looked up): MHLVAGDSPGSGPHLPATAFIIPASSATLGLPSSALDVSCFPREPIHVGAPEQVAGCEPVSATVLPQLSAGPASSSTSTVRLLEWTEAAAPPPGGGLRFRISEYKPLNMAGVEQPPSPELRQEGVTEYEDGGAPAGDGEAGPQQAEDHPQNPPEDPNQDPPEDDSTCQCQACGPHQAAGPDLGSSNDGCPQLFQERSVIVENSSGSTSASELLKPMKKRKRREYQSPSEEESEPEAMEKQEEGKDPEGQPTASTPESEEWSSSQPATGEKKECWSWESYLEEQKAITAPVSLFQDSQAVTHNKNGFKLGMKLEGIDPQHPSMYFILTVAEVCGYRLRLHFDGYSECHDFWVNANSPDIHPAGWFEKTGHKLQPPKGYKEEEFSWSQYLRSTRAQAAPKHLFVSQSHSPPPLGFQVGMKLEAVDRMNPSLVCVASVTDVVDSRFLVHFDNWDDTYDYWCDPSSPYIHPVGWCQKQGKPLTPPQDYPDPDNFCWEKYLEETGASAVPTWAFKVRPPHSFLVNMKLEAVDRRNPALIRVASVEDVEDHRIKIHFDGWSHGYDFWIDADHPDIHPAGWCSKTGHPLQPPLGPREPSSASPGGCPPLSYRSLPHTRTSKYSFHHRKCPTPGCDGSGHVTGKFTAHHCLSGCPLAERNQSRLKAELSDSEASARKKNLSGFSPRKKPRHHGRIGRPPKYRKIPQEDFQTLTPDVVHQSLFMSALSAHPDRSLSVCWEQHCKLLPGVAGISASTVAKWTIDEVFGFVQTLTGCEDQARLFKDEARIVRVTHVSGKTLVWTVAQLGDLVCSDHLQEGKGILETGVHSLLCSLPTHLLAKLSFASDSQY
#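 AlphaScreen assay: L3MBTL1 (50 nM final) was preincubated 30 min at room temperature with biotinylated H3(1-15)K9me1 peptide (75 nM final), then 30 min with library compounds; streptavidin donor and nickel chelate acceptor beads (10 ug/mL final) added, 30 min dark.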
# Active calls of the source: *; u = inconclusive; x = no result given; [ ] = remark or other dose. The call rests on the fitted dose curve; in most records, active means well fitted curve in the direction sought with a large enough effect; inconclusive means small, poorly fitted or top-dose-only effect, or another doubt; inactive means no such curve, though single readings can be large; an effect the other way counts as inactive or inconclusive. Only part of the results is shown (hit frequency here may not be typical).
Molecule	CBFb RUNX1 block	Epigenetic reg	HTT aggregate	KinaseGlo FLuc	NPSR antag	IMPase Li inh	L3MBTL1 inh
CCN(CC)c1ccc(C2NCC(c3ccc([N+](=O)[O-])cc3)O2)cc1 (configuration not stated)	10%	-2.0%	11%	1%	-11%[46.1 µM]	-6%	6%
Cc1ccc(NC(=O)CSc2nnc(C)n2-c2ccccc2)cc1	9%	-1.2%	3%	1%	-3%[46.1 µM]	-9%	8%
COc1ccc2[nH]c3c(NCCN(C(C)C)C(C)C)ncnc3c2c1	8%	2.9%	-8%	-5%	-8%[46.1 µM]	16%[38.3 µM]	0%
Cc1cc(C(=O)OCn2nnc3ccccc3c2=O)c(C)o1	2%	-0.7%	22%	-2%	-18%[46.1 µM]	0%[38.3 µM]	-10%
CC1CN(C(=O)Nc2ccc(F)cc2)C2(CCCCCC2)O1 (configuration not stated)	7%	0.0%	-13%	0%	-1%	-5%	x
O=C(NC(=S)Nc1ccc(S(=O)(=O)Nc2nccs2)cc1)C1CC1	0%	-0.3%	-11%[9.22 µM]	x	4%[7.67 µM]	x	-2%
O=C(Nc1cnn(Cc2ccccc2)c1)NC12CC3CC(CC(C3)C1)C2	-1%	1.4%	u	-2%	u	-3%[38.3 µM]	x
CCOC(=O)c1c(C)oc2ccc(OC(=O)N3CCOCC3)cc12	0%	5.4%	-18%	3%	-13%[46.1 µM]	24%[38.3 µM]	-5%
Cc1nnc(N2CCN(Cc3ccccc3)CC2)[nH]c1=O	5%	4.8%	-15%	0%	-6%[46.1 µM]	19%[38.3 µM]	x
COc1ccc(C2CC(=O)C3=C(C2)Nc2ccccc2N(C(=O)CCC(=O)O)C3c2ccc(F)cc2)cc1OC (configuration not stated)	2%	-1.4%	-10%[9.22 µM]	x	10%[7.67 µM]	x	-7%
CCOC(=O)c1csc(NC(=O)C2CCCCC2)n1	3%	0.0%	4%	-2%	1%	3%	-6%
O=C(Cn1c(CO)nc2ccccc21)NCCc1ccc(F)cc1	7%	8.9%	0%	3%	15%	3%	-2%
Cc1nn(-c2ccccc2)c2c1C(c1c(C)[nH]c(C#N)c1C)C(C#N)=C(N)O2 (configuration not stated)	-9%	-1.1%	24%	2%	-18%[46.1 µM]	27%[38.3 µM]	-9%
O=C(Cn1nnc(-c2ccccc2)n1)N/N=C/c1ccco1	10%	-3.5%	0%	6%	5%	-2%	3%
O=C(CSc1n[nH]c(-c2ccccc2F)n1)NCC(=O)Nc1ccc(F)c(F)c1F	2%	-0.2%	14%	2%	3%	13%	-1%
CCC(C)NC(=O)c1ccc(CS(=O)(=O)c2ccc(OC)cc2)o1 (configuration not stated)	1%	-0.2%	-3%	-2%	-3%[46.1 µM]	1%[38.3 µM]	x
CC(C)NC(=O)[C@H]1C[C@@H]1[C@H](NC(=O)OCc1ccccc1)c1ccccc1	6%	1.4%	x	0%	x	1%	x
NC(=O)CSc1ncnc2c1cnn2Cc1ccccc1	8%	0.9%	-3%	-2%	-1%[46.1 µM]	3%	7%
NC(=O)C1CCN(C2OC(=O)c3ccccc32)CC1 (configuration not stated)	-4%	14%	-6%	-2%	2%[7.67 µM]	-14%[38.3 µM]	-1%
C=CCSc1nnc(CC(OC)OC)n1-c1ccccc1	-9%	-0.1%	32%	2%	14%	4%	4%
N#Cc1c(-c2ccccc2)nc(SCC(=O)Nc2ccccc2F)[nH]c1=O	2%	10.0%	-4%	4%	-26%	10µM*	7%
O=C1CC(N2CCC(c3nc4ccccc4o3)CC2)C(=O)N1 (configuration not stated)	5%	-3.2%	6%	-2%	4%	0%	1%
Cc1nn(CC(=O)NCc2ccc(C(=O)O)cc2)c(C)c1[N+](=O)[O-]	4%	1.1%	9%	2%	13%	2%	6%
Cc1nnsc1C(=O)NCc1c(F)cccc1Cl	5%	1.1%	-5%[9.22 µM]	x	-20%	x	4%
CCc1cccc(NC(=O)c2ccc(Cn3c(=O)[nH]c4ccsc4c3=O)cc2)c1	7%[2.36 µM]	-2.9%	2%	0%	-24%	u	32%
Cc1c(C(C)C)c(=O)n(-c2ccc(S(=O)(=O)NC3CCCCC3)cc2)n1C	4%	-1.3%	u	x	1%	7%	x
O=C(/C=C/Nc1ccccc1F)c1ccc(Br)cc1	-6%	-1.3%	17%	-11%	10%	1%	-8%
CN1CCN(CCC(=O)Nc2ccc3c(c2)OCO3)CC1	-2%	-1.0%	26%	1%	17%	6%	u
Cn1c(=O)[nH]c(=O)c2c1nc(NCCCO)n2CCCc1ccccc1	-5%	-1.1%	-3%	-1%	-3%[46.1 µM]	-2%[38.3 µM]	-6%
Cc1cc(C)c2c(CN3CCN(Cc4ccc5c(c4)OCO5)CC3)cc(=O)oc2c1C	7%	1.6%	-9%	-1%	u	28%[38.3 µM]	-1%

# Reformatted: entries from further up
Cc1nn(CC(=O)NCc2ccc(C(=O)O)cc2)c(C)c1[N+](=O)[O-]
  CBFb RUNX1 block = 4%
  Epigenetic reg = 1.1%
  HTT aggregate = 9%
  KinaseGlo FLuc = 2%
  NPSR antag = 13%
  IMPase Li inh = 2%
  L3MBTL1 inh = 6%

Cc1nnsc1C(=O)NCc1c(F)cccc1Cl
  CBFb RUNX1 block = 5%
  Epigenetic reg = 1.1%
  HTT aggregate = -5%[9.22 µM]
  KinaseGlo FLuc = x
  NPSR antag = -20%
  IMPase Li inh = x
  L3MBTL1 inh = 4%

# More results
Molecule	CBFb RUNX1 block	Epigenetic reg	HTT aggregate	KinaseGlo FLuc	NPSR antag	IMPase Li inh	L3MBTL1 inh
COc1ccc(-c2cc(C(=O)Nc3c(C)nn(Cc4ccc(Cl)cc4)c3C)no2)cc1	1%	u	-16%[9.22 µM]	7%	-10%[46.1 µM]	5%[38.3 µM]	x
Cc1nc(-c2cccc(S(=O)(=O)N3CCCCCC3)c2)cs1	5%	0.8%	-8%	-1%	u	19%[38.3 µM]	x
CCn1c2ccccc2c2nnc(SCC(=O)NC(CC(C)C)C(=O)OC)nc21 (configuration not stated)	-3%	-3.6%	-3%	-3%	5%[7.67 µM]	-3%[38.3 µM]	-3%
CC1CCN(CCCNC(=O)CN2CCN(Cc3ccc(Cl)cc3)C2=O)CC1	0%[2.36 µM]	1.4%	-15%	-1%	6%	-7%	25%
CC(C)(C)NC(=O)CN(C(=O)CS(=O)CC(=O)Nc1ccc(F)cc1)c1ccccc1 (configuration not stated)	3%	0.0%	24%	-4%	-6%[46.1 µM]	4%[38.3 µM]	9%
CCn1ccc(C(=O)NC2C(=O)N3C(C(=O)O)=C(C)CSC23)n1 (configuration not stated)	0%	1.0%	12%	-3%	-3%[46.1 µM]	1%[38.3 µM]	2%
CCCCCOc1ccc(N2C(=O)C3C4C=CC(C3C2=O)N(C)C4=O)cc1 (configuration not stated)	6%	1.2%	u	-2%	2%[46.1 µM]	3%	2%
Cc1ccsc1/C=N/NC(=O)c1ccccn1	-13%	-1.1%	14%	u	-8%	3%	0%
O=C(COc1ccccc1)Nc1ccccc1C(=O)NCc1ccco1	-4%	-4.2%	-1%	-2%	-11%[46.1 µM]	-1%[38.3 µM]	-5%
COc1ccccc1NS(=O)(=O)c1cccc(C(=O)NNC(=O)C(NC(N)=O)C(C)C)c1 (configuration not stated)	7%	5.4%	10%[9.22 µM]	x	-17%	x	7%
O=C1CCCC(C(C(=O)OCc2ccccc2)C(=O)OCc2ccccc2)C1 (configuration not stated)	-3%	-1.1%	x	-2%	x	7%	x
COc1ccc(S(=O)(=O)C(C#N)c2nc3ccccc3nc2N2CCC(C)CC2)cc1 (configuration not stated)	-5%	6.1%	8%	3%	-2%[46.1 µM]	20%[38.3 µM]	2%
CC(=O)c1ccc(N2CCN(C(=O)C3CCC3)CC2)cc1	4%	0.0%	6%	0%	-8%[46.1 µM]	20%[38.3 µM]	-17%[11.4 µM]
COc1ccc(Cl)c(NC(=O)Cn2nnc(-c3ccccc3N)n2)c1	1%	-5.0%	27%	x	-2%[46.1 µM]	x	-3%
COc1ccc(/C(N)=N/OC(=O)c2ccc([N+](=O)[O-])c(C)c2)cc1OC	4%	2.2%	29%	-4%	13%	10%	1%
CCc1nc(C)cn1S(=O)(=O)c1cc(C)c(OC)c(C)c1C	2%	-4.5%	-42%[9.22 µM]	5%	-10%[46.1 µM]	-6%[38.3 µM]	x
CCCCCCCCCCCCCCCC(=O)NC(C)C(=O)O (configuration not stated)	-10%	-0.3%	x	0%	x	6%	x
COC(=O)C1=C(C)C(c2ccc(OC)cc2)NC(=S)N1 (configuration not stated)	-2%	-1.6%	22%	-3%	1%[46.1 µM]	-10%[38.3 µM]	4%
COc1ccc(N2C(=O)CC(N3CCN(S(=O)(=O)c4c(F)cccc4F)CC3)C2=O)cc1OC (configuration not stated)	-3%	0.9%	-15%	0%	-8%[46.1 µM]	14%[38.3 µM]	0%[11.4 µM]
CCC(C)(C)NC(=O)CN(Cc1cccs1)C(=O)CCC(=O)Nc1nccs1	-1%	0.0%	16%	-1%	-2%[46.1 µM]	5%[38.3 µM]	4%
COc1cccc(OC)c1C(=O)Nc1ccc(N2CCN(S(C)(=O)=O)CC2)cc1	-11%	-1.5%	4%	-2%	9%[46.1 µM]	8%[38.3 µM]	4%
CCOC(=O)CC(NC(=O)C1c2ccccc2Oc2ccccc21)c1ccccc1Cl (configuration not stated)	6%	-0.9%	2%	1%	-19%	10%	11%
CC(C)CNS(=O)(=O)c1ccc(NC(=O)Cn2nc(-c3ccc(F)cc3)ccc2=O)cc1	-5%	u	21%	1%	3%	-9%	-2%
COc1cccc(/C=N/n2c(C)nc3ccccc3c2=O)c1O	-6%	-1.2%	u	-1%	-7%[46.1 µM]	7%[38.3 µM]	6%
N#CN(CC(N)=O)c1nc(N2CCCCC2)nc(N2CCCCC2)n1	-1%	19%	10%	-3%	-25%[46.1 µM]	-5%[38.3 µM]	10%
CCNC(=S)NNC(=O)c1csc2c1CCCC2	0%	0.0%	-9%	-2%	5%[46.1 µM]	-17%[38.3 µM]	3%
O=C(NCc1ccccn1)C1CC(c2ccc(Cl)c(Cl)c2)=NO1 (configuration not stated)	-2%	2.0%	-27%	-9%	-1%[46.1 µM]	5%[38.3 µM]	-3%
Clc1ccccc1Cn1nnc2c(Nc3ccccc3)ncnc21	6%	-0.7%	u	-1%	-21%[46.1 µM]	6%[38.3 µM]	8%
O=C(N/N=C/c1c[nH]c2ccccc12)C1CC(=O)N(c2ccccc2)C1 (configuration not stated)	11%	-3.0%	1%	2%	2%	17%	-6%
